# Mtb BioA inh: inhibitors of Mycobacterium tuberculosis BioA enzyme | 0.096% of 360,000 active | inhibition, % at 9.99 µM | AID 602481 | purified M. tuberculosis BioA enzyme, plate reader; in the data active = inhibition above about 40%
# * hit, by the source's call.
SMILES,Mtb BioA inh
CN(C)C(=O)C[C@@H]1CC[C@H]2[C@@H](COC[C@H](O)CN2C(=O)C2CCOCC2)O1,-0.3
C[C@@H]1CN([C@H](C)CO)C(=O)Cc2cc(NC(=O)CCN3CCOCC3)ccc2O[C@H]1CN(C)CC1CCCCC1,-2.7
C[C@@H]1CN([C@H](C)CO)C(=O)c2cc(NC(=O)C3CCCCC3)ccc2O[C@H]1CN(C)S(=O)(=O)c1ccc(Cl)cc1,2.3
C[C@H](CO)N1C[C@H](C)[C@H](CN(C)C(=O)Nc2ccc(F)cc2)OCCCC[C@H](C)Oc2ccc(NS(=O)(=O)c3ccc(F)cc3)cc2C1=O,0.6
Cc1ccc(S(=O)(=O)N(C)C[C@@H]2Oc3cc(Br)ccc3S(=O)(=O)N([C@H](C)CO)C[C@@H]2C)cc1,-2.2
O=C(C[C@H]1C=C[C@@H](NC(=O)NC2CCCC2)[C@@H](CO)O1)NCc1ccc(F)cc1,-1.4
C/C=C/c1cnc2c(c1)C(=O)N([C@@H](C)CO)C[C@H](C)[C@@H](CN(C)C(=O)CN1CCOCC1)O2,-0.8
CO[C@@H]1CN(C)C(=O)c2cc(NC(=O)C3CCCCC3)ccc2OC[C@H](C)NC[C@@H]1C,-3.1
C[C@@H]1CN([C@@H](C)CO)C(=O)c2cc(C#CC3CCCCC3)cnc2O[C@@H]1CN(C)C(=O)NC1CCCC1,0.1
CO[C@H](CN(C)Cc1nccs1)[C@@H](C)CN([C@@H](C)CO)S(=O)(=O)c1ccc(C)cc1,0.6
O=C(C[C@@H]1CC[C@@H]2[C@H](COC[C@@H](O)CN2S(=O)(=O)c2ccc(F)cc2)O1)NCC1CC1,-0.7
CCC(=O)N[C@@H]1CC[C@@H](CC(=O)NCc2cc(F)cc(F)c2)O[C@H]1CO,-0.5
Cc1noc(C)c1NC(=O)NCC[C@H]1CC[C@@H](NC(=O)Nc2cccc(F)c2)[C@H](CO)O1,10
C[C@H](CO)N1C[C@H](C)[C@@H](CN(C)Cc2ccc(C(=O)O)cc2)OCCCC[C@H](C)Oc2ccc(NC(=O)CCC(F)(F)F)cc2C1=O,-0.1
C[C@@H]1CN([C@@H](C)CO)C(=O)c2cccc(NC(=O)Nc3ccc(C(F)(F)F)cc3)c2O[C@H]1CN(C)C(=O)Nc1ccc2c(c1)OCO2,-2.4
CO[C@H]1CC[C@H]2CCOc3ccc(C#N)cc3C(=O)N(C)C[C@H](OC)[C@H](C)C(=O)N(C)C[C@@H]1O2,-1.2
Cc1ccc(S(=O)(=O)N[C@H]2CC[C@@H](CCNS(=O)(=O)Cc3ccccc3)O[C@H]2CO)cc1,-2.3
COc1ccccc1-c1ccc2c(c1)[C@H]1[C@H](CCN1C(=O)C1CCCCC1)[C@@H](CO)N2,1.0
Cc1noc(C)c1NC(=O)Nc1ccc2c(c1)C(=O)N([C@@H](C)CO)C[C@H](C)[C@@H](CN(C)Cc1ccccc1)O2,-0.7
CC(C)NC(=O)N(C)C[C@@H]1Oc2ccc(NC(=O)Cn3cnnn3)cc2CC(=O)N([C@@H](C)CO)C[C@@H]1C,-1.1
C[C@H](NC(=O)C[C@@H]1CC[C@@H](NC(=O)Cc2ccccn2)[C@H](CO)O1)c1ccccc1,-4.4
C[C@@H]1CN([C@@H](C)CO)C(=O)c2cc(C#Cc3ccccc3F)cnc2O[C@@H]1CN(C)C(=O)C1CCC1,-2.2
CN1c2ccc(-c3ccccc3)cc2[C@@H]2[C@@H](CCN2C(=O)Nc2ccccc2F)[C@@H]1CO,0.1
C[C@@H]1CN([C@H](C)CO)C(=O)c2cc(NC(=O)NC3CCCCC3)ccc2O[C@H]1CN(C)C,-0.1
N#Cc1ccc(-c2ccc([C@@H]3[C@H]4CN(S(=O)(=O)c5ccccc5)CCCCN4[C@H]3CO)cc2)cc1,0.6
CCNC(=O)C[C@H]1CC[C@@H]2[C@@H](COc3ccc(NC(=O)Nc4cccc(F)c4)cc3C(=O)N2C)O1,42*
O=C(C[C@H]1C[C@H]2c3cc(NC(=O)CC4CC4)ccc3O[C@H]2[C@H](CO)O1)NCc1ccccn1,-1.2
C[C@H](CO)N1C[C@H](C)[C@@H](CN(C)Cc2cccnc2)Oc2ncc(-c3ccc(C#N)cc3)cc2C1=O,10
COc1ccc(S(=O)(=O)Nc2cccc3c2O[C@@H](CN(C)C(=O)NC(C)C)[C@H](C)CN([C@@H](C)CO)C3=O)cc1,-0.5
COc1ccc(NC(=O)Nc2ccc3c(c2)CC(=O)N([C@H](C)CO)C[C@H](C)[C@@H](CN(C)Cc2ccc(Oc4ccccc4)cc2)O3)cc1,-1.6
CNC[C@@H]1OCCCC[C@H](C)Oc2ccc(NC(=O)NC(C)C)cc2C(=O)N([C@H](C)CO)C[C@@H]1C,-2.3
Cc1noc(C)c1NC(=O)N(C)C[C@@H]1Oc2c(NC(=O)C3CCOCC3)cccc2C(=O)N([C@@H](C)CO)C[C@H]1C,-0.3
O=C(C[C@@H]1C[C@H]2c3cc(NC(=O)c4ccc5c(c4)OCO5)ccc3O[C@H]2[C@H](CO)O1)NCc1cc(F)ccc1F,2.6
COc1ccc(CN(C)C[C@@H]2OCCCC[C@@H](C)Oc3ccc(NC(=O)C4CCCCC4)cc3C(=O)N([C@H](C)CO)C[C@@H]2C)cc1,-4.4
CC(=O)N(C)C[C@@H]1Oc2ncc(-c3ccccc3C)cc2C(=O)N([C@@H](C)CO)C[C@@H]1C,-1.4
C[C@H]1CN([C@@H](C)CO)C(=O)CCCn2cc(nn2)CO[C@H]1CN(C)C(=O)Nc1cccc2ccccc12,-1.3
COCC(=O)Nc1ccc2c(c1)C(=O)N(C)C[C@@H](OC)[C@@H](C)CN(C(=O)c1cnccn1)[C@@H](C)CO2,0.1
C[C@@H]1CN([C@@H](C)CO)S(=O)(=O)c2ccc(C#C[C@@H](C)O)cc2O[C@@H]1CN(C)CC1CCOCC1,-1.2
CNC[C@@H]1Oc2ccc(NS(=O)(=O)c3cn(C)cn3)cc2C(=O)N([C@@H](C)CO)C[C@@H]1C,0.6
CC(C)CC#Cc1cnc2c(c1)C(=O)N([C@H](C)CO)C[C@H](C)[C@H](CN(C)S(=O)(=O)c1cn(C)cn1)O2,1.1
COc1ccc(S(=O)(=O)N(C)C[C@@H]2Oc3ccc(NC(=O)C4CC4)cc3CC(=O)N([C@H](C)CO)C[C@H]2C)cc1,1.2
CNC(=O)C[C@H]1CC[C@H]2[C@@H](COC[C@H](O)CN2Cc2ccc(Cl)c(Cl)c2)O1,-1.1
O=C(C[C@H]1CC[C@H](NS(=O)(=O)c2ccc(F)cc2)[C@H](CO)O1)N1CCC(Cc2ccccc2)CC1,-1.5
CN1[C@@H]2Cn3c(ccc(C4=CCCCC4)c3=O)[C@H]1[C@@H](C(=O)NCCc1ccccc1)[C@@H]2CO,-0.2
O=C(NCC[C@@H]1CC[C@H](NC(=O)C2CC2)[C@H](CO)O1)Nc1ccc(Cl)cc1,-0.9
COc1ccc(CNC(=O)C[C@@H]2C[C@H]3c4cc(NS(=O)(=O)c5ccc(F)cc5)ccc4O[C@H]3[C@@H](CO)O2)cc1,-1.3
C[C@H]1CN([C@@H](C)CO)C(=O)c2cc(C#Cc3ccccc3F)cnc2O[C@@H]1CN(C)S(C)(=O)=O,0.8
O=C(NCC[C@H]1CC[C@@H](NS(=O)(=O)Cc2ccccc2)[C@H](CO)O1)C1CC1,0.0
C/C=C/c1ccc([C@@H]2[C@@H](CN(C)S(C)(=O)=O)N(C(=O)CC)[C@H]2CO)cc1,-3.1
COCCNC(=O)C[C@H]1C[C@@H]2c3cc(NS(C)(=O)=O)ccc3O[C@@H]2[C@@H](CO)O1,0.7
CO[C@H]1CN(C)C(=O)c2ccc(NC(=O)c3ccc4c(c3)OCO4)cc2OC[C@@H](C)N(CCC(F)(F)F)C[C@H]1C,-2.5
CCCC(=O)Nc1ccc2c(c1)C(=O)N(C)C[C@@H](OC)[C@@H](C)CN(Cc1ccccn1)[C@@H](C)CO2,-1.7
COc1ccc(S(=O)(=O)Nc2ccc3c(c2)C(=O)N([C@@H](C)CO)C[C@@H](C)[C@@H](CN(C)Cc2ccncc2)OCCCC[C@@H](C)O3)cc1,-0.5
O=C(C[C@@H]1C[C@@H]2c3cc(NC(=O)c4ccc5c(c4)OCO5)ccc3O[C@@H]2[C@H](CO)O1)NCc1cccnc1,0.0
CN1C(=O)c2cc(NC(=O)Nc3cccc(Cl)c3)ccc2OC[C@@H]2O[C@@H](CC(=O)O)CC[C@H]21,3.8
CCCN1C[C@@H](C)[C@@H](OC)CN(C)C(=O)c2ccc(NC(=O)c3ccccc3F)cc2OC[C@H]1C,-2.0
C[C@H](CO)N1C[C@H](C)[C@@H](CN(C)Cc2cccc(F)c2)Oc2cc(-c3ccc(F)cc3)ccc2S1(=O)=O,-0.9
C[C@H]1CN([C@@H](C)CO)C(=O)c2cc(C#Cc3ccccc3)cnc2O[C@H]1CN(C)C(=O)c1ccccc1F,0.8
CC(C)CC#Cc1cnc2c(c1)C(=O)N([C@H](C)CO)C[C@H](C)[C@@H](CN(C)Cc1ccccc1C(=O)O)O2,-2.2
C[C@H](CO)N1C[C@H](C)[C@H](CN(C)C(=O)Nc2cccc3ccccc23)Oc2ccc(NS(=O)(=O)c3cccs3)cc2CC1=O,-2.0

# Some of these compounds in order of molar mass, largest number first.
SMILES,Mtb BioA inh
C[C@H](CO)N1C[C@H](C)[C@@H](CN(C)Cc2cccc(F)c2)Oc2cc(-c3ccc(F)cc3)ccc2S1(=O)=O,-0.9
O=C(C[C@@H]1C[C@@H]2c3cc(NC(=O)c4ccc5c(c4)OCO5)ccc3O[C@@H]2[C@H](CO)O1)NCc1cccnc1,0.0
CC(C)CC#Cc1cnc2c(c1)C(=O)N([C@H](C)CO)C[C@H](C)[C@@H](CN(C)Cc1ccccc1C(=O)O)O2,-2.2
C[C@H]1CN([C@@H](C)CO)C(=O)c2cc(C#Cc3ccccc3F)cnc2O[C@@H]1CN(C)S(C)(=O)=O,0.8
CCCN1C[C@@H](C)[C@@H](OC)CN(C)C(=O)c2ccc(NC(=O)c3ccccc3F)cc2OC[C@H]1C,-2.0
CCCC(=O)Nc1ccc2c(c1)C(=O)N(C)C[C@@H](OC)[C@@H](C)CN(Cc1ccccn1)[C@@H](C)CO2,-1.7
CN1C(=O)c2cc(NC(=O)Nc3cccc(Cl)c3)ccc2OC[C@@H]2O[C@@H](CC(=O)O)CC[C@H]21,3.8
COCCNC(=O)C[C@H]1C[C@@H]2c3cc(NS(C)(=O)=O)ccc3O[C@@H]2[C@@H](CO)O1,0.7
O=C(NCC[C@H]1CC[C@@H](NS(=O)(=O)Cc2ccccc2)[C@H](CO)O1)C1CC1,0.0
C/C=C/c1ccc([C@@H]2[C@@H](CN(C)S(C)(=O)=O)N(C(=O)CC)[C@H]2CO)cc1,-3.1

# (more compounds)
SMILES,Mtb BioA inh
Cc1ccc(S(=O)(=O)N(C)C[C@@H]2Oc3ccc(NC(=O)Nc4ccc(C(F)(F)F)cc4)cc3C(=O)N([C@@H](C)CO)C[C@H]2C)cc1,0.6
C[C@@H]1CN([C@H](C)CO)C(=O)c2cccc(NC(=O)c3ccc(-c4nccs4)cc3)c2O[C@H]1CN(C)Cc1ccc(Cl)c(Cl)c1,-4.2
CC(C)CC#Cc1ccc2c(c1)O[C@@H](CN(C)C(=O)C1CCCCC1)[C@@H](C)CN([C@@H](C)CO)S2(=O)=O,2.1
C[C@@H](NC(=O)C[C@@H]1CC[C@@H](NC(=O)C2CCC2)[C@@H](CO)O1)c1ccccc1,-1.0
COc1ccc(S(=O)(=O)N2CC[C@@H]3[C@H]2c2cc(C#Cc4ccccc4OC)ccc2N[C@@H]3CO)cc1,-1.4
C[C@H](CO)N1C[C@H](C)[C@@H](CN(C)C(=O)Nc2ccc(C(F)(F)F)cc2)Oc2ncc(/C=C/c3ccccc3)cc2C1=O,-2.4
Cc1ccc(S(=O)(=O)Nc2ccc3c(c2)C(=O)N([C@H](C)CO)C[C@H](C)[C@@H](CN(C)C(=O)CCC(F)(F)F)OCCCC[C@H](C)O3)cc1,-0.6
CC(C)NC(=O)N(C)C[C@@H]1Oc2c(cccc2N(C)C)C(=O)N([C@@H](C)CO)C[C@H]1C,-1.3
O=C(C[C@@H]1CC[C@H](NC(=O)CC2CC2)[C@@H](CO)O1)NCC(F)(F)F,2.2
COCC(=O)N[C@H]1CC[C@@H](CC(=O)N2CCCCC2)O[C@@H]1CO,0.0
CCCNC(=O)[C@H]1[C@H](CO)[C@H]2Cn3c(cccc3=O)[C@H]2N1C(=O)C1CCC1,-0.5
C[C@@H]1CN([C@@H](C)CO)C(=O)Cc2cc(NC(=O)CCC(F)(F)F)ccc2O[C@@H]1CN(C)S(=O)(=O)c1ccc(Cl)cc1,0.2
C[C@@H]1CN([C@H](C)CO)C(=O)Cc2cc(NC(=O)Nc3ccc4c(c3)OCO4)ccc2O[C@@H]1CN(C)C(=O)Nc1ccc(C(F)(F)F)cc1,-2.6
C[C@@H]1CCCCO[C@@H](CN(C)C(=O)C2CCCCC2)[C@H](C)CN([C@@H](C)CO)C(=O)c2cc(NC(=O)C3CCCCC3)ccc2O1,-0.5
CC(C)NC(=O)Nc1ccc2c(c1)C(=O)N([C@@H](C)CO)C[C@H](C)[C@@H](CN(C)S(C)(=O)=O)OCCCC[C@@H](C)O2,-2.1
COCC(=O)Nc1ccc2c(c1)OC[C@@H](C)N(Cc1ccccc1)C[C@H](C)[C@@H](OC)CN(C)C2=O,8.7
CO[C@H]1CN(C)C(=O)c2cc(NC(=O)Nc3ccc(Cl)cc3)ccc2OC[C@H](C)NC[C@H]1C,0.4
COc1ccc(NC(=O)N(C)C[C@H]2Oc3ccc(NC(=O)Cc4cn(C)c5ccccc45)cc3CC(=O)N([C@H](C)CO)C[C@H]2C)cc1,10
COc1ccc(NC(=O)N(C)C[C@H]2OCc3cnnn3CCCC(=O)N([C@H](C)CO)C[C@@H]2C)c(OC)c1,-0.9
CO[C@@H]1CN(C)C(=O)c2cc(NS(=O)(=O)c3ccc(-c4ccccc4)cc3)ccc2OC[C@H](C)NC[C@@H]1C,1.2
C[C@H]1CN([C@@H](C)CO)C(=O)c2cccc(NC(=O)c3ccc(-c4nccs4)cc3)c2O[C@@H]1CN(C)C(=O)Nc1ccc(C(F)(F)F)cc1,-0.8
C[C@@H]1CN([C@@H](C)CO)C(=O)Cc2cc(NC(=O)C3CCCCC3)ccc2O[C@H]1CN(C)Cc1ccc(C(=O)O)cc1,0.7

# Only part of the results is shown; count on the stated rates, not on these rows.
